Compound activity as filed in PubChem.
H9c2 protect = myocardial damage modulation in H9c2 cells | H9c2 cardiomyocytes, H2O2 injury protection, ATPLite, 2 h | protection from H2O2 cell death, % at 20 µM | 0.63% of 360,000 active;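 active = compounds giving at least 50% protection of heart cells from peroxide-induced death in the single-dose screen, raw or plate-pattern-corrected value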;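 note: 0% = DMSO wells with peroxide and 100% = DMSO wells without peroxide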
aDG glyco up = alpha-DG glycosylation activation; Pro5-aDG cells, alpha-DG glycosylation AlphaScreen (IIH6); 0% Pro5, 100% B10-LARGE cell signal; AID 624168; 0.22% of 360,000 active; activation, % at 10 µM;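 active = activation of at least 8% versus controls, or a plate z-score of at least 8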;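 note: Pro5 are CHO cells carrying HIG-tagged alpha-DG that lacks glycosylation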
Exocytosis inh = lytic granule exocytosis inhibition; AID 651702; inhibition, % at 10 µM; TALL-104 LAMP-1 surface exposure, flow cytometry; cells stimulated with thapsigargin and PMA; 0.66% of 360,000 active;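 active = inhibition above about 55%, limit read from the data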
MC4R ag barr = human MC4R agonism via beta-arrestin; U2OS MC4R beta-arrestin complementation, luminescence; percent of melanotan II response, DMSO zero; activation, % at 8.9 µM; 0.98% of 360,000 active; AID 540308;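 active = activation above a per-plate cutoff, the mean activation of sample wells on that plate plus 3 SD, cut at about 8% in these data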
MC4R antagonist = blocks human MC4R cAMP signaling. P32245. MC4R-expressing cells, MTII-stimulated cAMP, LANCE TR-FRET. inhibition, % at 6.5 µM. 0.48% of 360,000 active. AID 540295;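 active = inhibition above its plate's cutoff, the mean of tested wells on that plate plus 3 SD, cut at about 29% in these data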;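 note: 0% = Melanotan II alone and 100% = Melanotan II plus saturating MCL0020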
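System – human MC4R-expressing U2OS cells · Also added – Melanotan II · Dosing – one concentration, 6.5 µM nominal · Timing – 30-min compound, 1-h challenge, 1-h detection, room temperature · Measured by – Eu-cAMP/anti-cAMP TR-FRET, emission 671 nm · Replicates – singlicate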
ABHD5 PLIN5 PPI = ABHD5-PLIN5 protein interaction inhibition | Q00G26+Q8WTS1 | Split G. princeps luciferase complementation, luminescence, 4 h | inhibition, % at 4 µM | 0.78% of 360,000 active | AID 602281;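 active = inhibition above the mean inhibition across every tested compound plus 3 SD, cut at about 22% in these data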;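 note: 0% = DMSO only wells and the 100% control is not disclosed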
Target sequence (Q00G26 whole entry, looked up): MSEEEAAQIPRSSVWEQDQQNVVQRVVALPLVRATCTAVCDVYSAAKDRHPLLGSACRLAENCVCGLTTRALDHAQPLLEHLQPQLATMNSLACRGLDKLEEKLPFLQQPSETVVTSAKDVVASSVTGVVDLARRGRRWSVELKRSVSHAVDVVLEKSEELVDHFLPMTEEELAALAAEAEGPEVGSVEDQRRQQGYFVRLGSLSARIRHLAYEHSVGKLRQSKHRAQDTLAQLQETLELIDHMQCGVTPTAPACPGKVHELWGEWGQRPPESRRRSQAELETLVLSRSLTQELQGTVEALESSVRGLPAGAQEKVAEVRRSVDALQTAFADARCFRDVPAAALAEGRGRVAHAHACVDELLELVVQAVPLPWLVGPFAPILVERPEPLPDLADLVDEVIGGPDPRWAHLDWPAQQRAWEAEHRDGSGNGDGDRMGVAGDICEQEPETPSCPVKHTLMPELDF
Target sequence (Q8WTS1 whole entry, looked up): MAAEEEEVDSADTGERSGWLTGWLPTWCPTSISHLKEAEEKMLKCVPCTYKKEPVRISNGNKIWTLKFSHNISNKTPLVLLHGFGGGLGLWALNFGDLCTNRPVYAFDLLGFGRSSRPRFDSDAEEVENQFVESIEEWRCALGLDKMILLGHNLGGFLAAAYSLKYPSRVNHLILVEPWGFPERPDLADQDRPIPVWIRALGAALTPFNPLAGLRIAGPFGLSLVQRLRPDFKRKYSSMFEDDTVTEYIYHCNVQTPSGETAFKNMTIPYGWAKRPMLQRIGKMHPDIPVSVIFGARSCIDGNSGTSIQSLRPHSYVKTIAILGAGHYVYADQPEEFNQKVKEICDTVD
HTR2A ag = activates the mouse 5-HT2A serotonin receptor; activation, % at 7.6 µM; AID 624169; 0.66% of 360,000 active; P35363; CHO-K1 mHTR2A beta-arrestin complementation, luminescence; percent of 30 µM serotonin response;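 active = activation above a run cutoff, the mean activation of all tested compounds plus 3 SD, cut at about 14% in these data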;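 note: 0% = plate median of compound wells and 100% = 30 µM serotonin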
Glyco luc inh = blocks N-linked glycosylation in D54 reporter cells; 0.23% of 360,000 active; D54 ERlucT glycosylation luciferase reporter, 24 h; percent of 100 nM tunicamycin response; AID 588692; reporter increase, % at 12.5 µM;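 active = mean luciferase reporter signal, scaled so untreated is 0 and the glycosylation-blocking control 100, at or above a set limit in every replicate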;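 note: luciferase carries N-glycosylation sites so blocking glycosylation raises the light; 0% = median of neutral control wells and 100% = median of 100 nM tunicamycin wells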
ABCB6 inh MLPCN = blocks the human ABCB6 transporter. 0.19% of 360,000 active. fluorescence ratio to DMSO, % at 10 µM. Q9NP58. K562-ABCB6 porphyrin accumulation, flow cytometry, 1 h; hits give low values;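 active = fluorescence ratio to DMSO below 75%, the collection mean minus 3 SD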;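 note: signal is porphyrin accumulated inside mitochondria; 100% equals median channel fluorescence of DMSO control wells; lower ratio means ABCB6 inhibition with less porphyrin fluorescence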
iPSC survival up = enhancers of human iPSC single-cell survival; AID 602274; hiPSC single-cell survival, ATPlite luminescence; 100% = ROCK inhibitor wells, 0% = DMSO; survival enhancement, % at 20 µM; 0.044% of 360,000 active; in the data active = survival enhancement above about 18%;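 note: cells exposed to compounds for 16 hours before the ATP read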
An asterisk follows results filed as active.

SMILES	H9c2 protect	aDG glyco up	Exocytosis inh	MC4R ag barr	MC4R antagonist	ABHD5 PLIN5 PPI	HTR2A ag	Glyco luc inh	ABCB6 inh MLPCN	iPSC survival up
Cc1ccc(S(=O)(=O)NC2=NCN(Cc3cccnc3)CN2)cc1	5.5	-0.2	0.7	2.4	3.3	4.6	-2.3	-2.7	93.0	-1.4
CCOc1ccc(N2CC(C(=O)NCCN3C(=O)S/C(=C\c4cccnc4)C3=O)CC2=O)cc1 (stereo not drawn)	1.0	-0.1	-2.7	-0.5	-0.8	-1.7	-0.1	0.3	97.0	-0.5
Cc1ccccc1Cn1c(C)c(C(=O)NCc2ccc(Cl)c(Cl)c2)sc1=O	-5.1	-0.1	-1.1	3.3	0.6	2.4	-5.4	-3.2	100.0	-1.3
Cc1ccc(N=C2NC(=O)/C(=C/c3cccn3C)S2)cc1C	-0.7	-0.1	-4.8	-0.4	-4.5	4.2	-4.8	4.6	102.0	-0.3
COc1ccc(C2c3[nH]c4ccccc4c3C[C@H]3C(=O)N(CCCO)CC(=O)N23)cc1OC (stereo partly drawn)	-2.5	0.0	2.5	1.0	15.5	3.9	-9.3	1.6	116.0	-0.2
COc1ccc(S(=O)(=O)NCCNC(=O)N2CCOCC2)cc1	2.7	0.3	3.4	-3.1	0.7	-7.0	5.6	1.3	98.0	-0.4
CCCOc1cc(C)c(S(=O)(=O)N2CCN(C)CC2)cc1C	-18.3	-0.1	-0.6	0.3	7.3	-1.5	-7.4	0.8	97.0	-1.9
O=c1c2ccccc2nc2n1CCN2	3.2	0.0	-7.7	0.4	-1.4	-3.3	-2.3	2.7	95.0	-0.6
O=C(/C=C/c1cn(-c2ccccc2)nc1-c1cccs1)NCCN1CCOCC1	36.9	-0.1	5.9	2.9	-4.1	32.1*	-3.0	2.4	97.0	-0.4
Cc1ccc(S(=O)(=O)N2CCCN(C)c3nc4ccccc4nc32)cc1	6.8	0.0	2.8	0.4	10.6	6.1	-5.4	-0.8	128.0	3.6
Cc1nnc(SCC(=O)Nc2ccc(Cl)cn2)s1	-2.9	-0.1	2.3	-0.4	7.5	2.6	0.3	0.9	99.0	0.0
COc1ccccc1C(=O)NNC(=O)c1ccccc1	-4.2	-0.2	-7.8	-1.3	-0.9	-1.4	2.4	-10.2	97.0	-0.5
Cc1cn(C2OC(CC(=O)Oc3ccccc3)C(O)C2O)c(=O)[nH]c1=O (stereo not drawn)	1.1	-0.1	11.2	-0.7	12.3	1.6	3.6	0.6	107.0	0.4
Cc1ccc(S(=O)(=O)N(CC(=O)N/N=C/c2ccc(F)cc2)c2cccc3cccnc23)cc1	-4.6	0.0	-8.8	5.8	15.1	-2.4	-4.8	-2.2	96.0	1.0
COc1ccccc1CN(Cc1cc2cc(C)ccc2[nH]c1=O)Cc1nnnn1Cc1ccco1	21.4	-0.2	1.0	-1.8	1.1	13.9	-2.0	1.2	91.0	3.3
Cc1ccc2cccc(S(=O)(=O)Nc3ccc4c(c3)OCO4)c2n1	4.0	3.2	-1.9	-2.0	-0.8	-2.9	-0.9	-2.2	104.0	-1.1
COC(=O)c1ccc(C2CC(=O)Nc3cc(OC)c(OC)cc32)cc1 (stereo not drawn)	-1.3	-0.1	-6.7	1.1	2.6	8.1	2.1	-0.4	100.0	4.3
CCOC(CNC(=O)c1nnc(Cc2cc(OC)c(OC)c(OC)c2)o1)OCC	3.2	0.0	-0.7	-0.6	2.9	4.4	4.2	1.6	100.0	0.6
Cc1nc2ccccn2c1C(=O)NCC(C)C	0.6	-0.2	-2.5	-1.9	-0.1	-4.3	-5.0	0.3	93.0	-0.5
CC(C)(CN1CCN(Cc2ccccc2)CC1)NS(=O)(=O)c1ccc(Cl)cc1	-5.3	0.4	0.5	5.0	14.4	4.0	4.6	-3.7	100.0	1.6
N#C/C(=C\c1ccc(Cl)cc1)c1nc2ncccc2[nH]1	24.8	-0.3	0.0	-0.2	-12.2	-5.9	-4.5	8.6	92.0	-0.5
O=C1CN(c2ccccc2)C(=O)N1	-2.9	-0.1	-6.2	0.4	-3.8	-2.0	-0.9	0.7	99.0	-0.3
CCCCS(=O)(=O)N1CCCC(C(=O)Nc2ccc(Cl)cn2)C1 (stereo not drawn)	0.3	0.0	10.4	-1.5	-1.9	-4.7	-2.7	1.8	97.0	-0.5
O=C(CN(CC1CCCO1)C(=O)Cn1nnc(-c2ccc(F)cc2)n1)NC1CCCCC1 (stereo not drawn)	-2.2	0.1	0.6	-1.9	6.4	-5.5	-0.7	1.1	96.0	-0.7
COc1ccccc1NC(=O)N1CCN(S(C)(=O)=O)CC1	2.2	0.0	-0.2	-2.0	18.6	-2.1	-0.1	1.2	101.0	0.2

Going on with the list.
SMILES	H9c2 protect	aDG glyco up	Exocytosis inh	MC4R ag barr	MC4R antagonist	ABHD5 PLIN5 PPI	HTR2A ag	Glyco luc inh	ABCB6 inh MLPCN	iPSC survival up
Cc1ccc(N2N=C(c3ccc(F)cc3)CC2c2ccco2)cc1 (stereo not drawn)	-14.0	0.8	-1.5	2.1	26.5	-2.1	-1.4	1.2	95.0	-0.7
CCn1c(COc2ccccc2)nnc1SCC(=O)Nc1ccc(N2CCOCC2)cc1	-2.6	-0.1	-2.2	0.7	4.6	1.4	-1.5	-5.7	97.0	-0.6
FC(F)(F)Oc1ccc(NC(=S)NCc2ccccc2)cc1	-8.7	0.9	5.2	1.6	-1.5	4.2	-0.7	-2.0	93.0	-1.2
COc1cc(OC)c(CN2CCCCCCC2)cc1Br	2.0	0.0	-3.2	1.7	9.5	1.8	-3.1	5.0	92.0	-1.0
CCOc1ccc(C(=O)NCC(=O)NC(C)c2ccc(-n3ccnc3)cc2)cc1OCC (stereo not drawn)	3.6	-0.1	-2.1	-0.3	-2.6	4.9	0.8	1.4	98.0	-0.5
COc1ccc(OCC(=O)Nc2cccc(OC)c2)cc1	-1.3	0.3	0.7	-0.3	-0.6	-0.4	-0.5	2.6	87.0	-1.0
CCSc1nnc(Cc2cc(=O)[nH]c(=O)[nH]2)n1-c1ccc(Cl)cc1	-16.4	0.0	2.2	-1.7	16.3	-1.7	-7.8	0.3	105.0	0.3
O=C(Nc1ccccc1)c1ccccc1OCc1ccc(F)cc1	-7.2	3.8*	-1.7	3.2	-5.0	0.0	-2.2	-1.2	90.0	-0.2
O=C(COc1ccc(Br)cc1)NCCO	6.7	-0.1	0.3	-1.2	1.6	5.2	1.7	1.3	98.0	2.3
COc1ccc(OC)c(S(=O)(=O)CC(O)COc2ccccc2Cl)c1 (stereo not drawn)	1.2	0.3	9.8	-0.7	9.1	11.8	0.8	-3.6	107.0	1.4
COc1cc(NC(=O)c2ccco2)c(OC)cc1NC(=O)CCC(=O)Nc1cc(C)cc(C)c1	7.4	0.0	-1.0	-1.5	1.1	-1.0	-2.9	1.3	93.0	-0.9
Cc1ccc(CSc2nnc(NC(=O)Cn3cnc4ccccc4c3=O)s2)cc1	-11.1	0.7	34.4	-0.5	10.7	-3.8	-0.1	-0.8	96.0	-1.9
CC(=O)c1sc2nc(-c3ccc(C)cc3)c3c(c2c1N)CCCC3	-4.2	0.5	14.6	0.5	1.4	-7.3	-2.8	-6.4	98.0	-1.2
CCOC(=O)c1cc(-c2ccccc2)sc1NC(=O)C(C)Sc1nnc(C)s1 (stereo not drawn)	-5.4	0.1	-4.0	-1.1	10.8	-0.3	-2.9	-2.4	101.0	-1.0
CCOC(=O)c1ccc(NS(=O)(=O)c2ccc3c(c2)n(C)c(=O)n3C)cc1	-10.5	0.4	0.7	-1.1	0.6	-5.6	-4.8	4.3	85.0	-0.7
Clc1nc(NCCc2ccccc2)c2cn[nH]c2n1	-14.5	0.1	0.0	0.1	-1.8	7.4	-1.5	-1.3	101.0	-1.5
O=C(COC(=O)/C=C/c1ccc2c(c1)OCO2)Nc1ccccc1	-2.3	0.5	1.1	-1.0	2.8	-3.0	4.7	0.0	95.0	-3.4
C[C@H](NC(=O)c1ccco1)C(=O)Nc1cccc([N+](=O)[O-])c1	6.6	0.9	-1.2	-1.6	12.4	3.5	1.2	0.6	95.0	2.9
Fc1cnc(N/N=C/c2ccc(-c3ccc(Br)cc3)o2)nc1N1CCOCC1	1.1	-0.1	-4.5	1.0	-3.3	6.1	-1.2	-1.1	93.0	-0.2
CC(C)(C)OC(=O)N1CCC(C(=O)Nc2cccc(C(=O)NCCCCc3ccccc3)c2)CC1	2.2	0.1	4.5	1.4	7.0	-5.0	-2.2	-4.0	98.0	1.9
CC(C)(C)S(=O)(=O)c1cnc(-c2ccc(Cl)cc2)nc1N	-7.5	0.0	8.7	-2.0	6.0	-2.9	0.6	-3.2	103.0	-0.1
C=C(C)Cn1c(SCC#N)nc2ccccc2c1=O	-8.5	0.0	-2.3	-1.6	13.0	1.4	2.1	-0.2	90.0	-3.8
O=C1C2C3C=CC(C2C(=O)N1C1CCCCC1)C1C(=O)N(C2CCCCC2)C(=O)C31 (stereo not drawn)	-17.4	-0.2	2.5	-1.3	-2.6	-2.2	1.3	1.0	97.0	1.0
COC(=O)CSc1nnc(CNC(=O)c2cc(OC)c(OC)c(OC)c2)n1C	-0.9	-0.4	-1.0	-3.0	3.2	-1.6	-1.7	0.5	100.0	-1.7
O=C(COc1c(Cl)cccc1Cl)NN1C(=O)CSC1=S	-0.7	0.2	0.5	-0.8	0.8	-10.6	-0.9	-0.1	99.0	-0.5
CCC(=O)Nc1ccc2nc(C)n(CC(=O)Nc3ccccc3)c(=O)c2c1	-2.2	0.1	0.5	-1.5	0.7	0.9	-0.4	1.6	95.0	0.4
Fc1ccc2cc(-c3ccccc3)ncc2c1	-23.0	0.3	-9.1	0.3	-1.4	-2.1	4.7	0.9	105.0	-1.6
CN(CC(=O)NCC1CCCCC1)CC(=O)Nc1ccc(F)cc1	8.2	0.2	-1.6	-0.8	-3.3	-1.7	1.5	-1.2	103.0	0.1

6 neighbouring compounds from above, quoted:
SMILES	H9c2 protect	aDG glyco up	Exocytosis inh	MC4R ag barr	MC4R antagonist	ABHD5 PLIN5 PPI	HTR2A ag	Glyco luc inh	ABCB6 inh MLPCN	iPSC survival up
CC(C)(C)S(=O)(=O)c1cnc(-c2ccc(Cl)cc2)nc1N	-7.5	0.0	8.7	-2.0	6.0	-2.9	0.6	-3.2	103.0	-0.1
C=C(C)Cn1c(SCC#N)nc2ccccc2c1=O	-8.5	0.0	-2.3	-1.6	13.0	1.4	2.1	-0.2	90.0	-3.8
O=C1C2C3C=CC(C2C(=O)N1C1CCCCC1)C1C(=O)N(C2CCCCC2)C(=O)C31 (stereo not drawn)	-17.4	-0.2	2.5	-1.3	-2.6	-2.2	1.3	1.0	97.0	1.0
COC(=O)CSc1nnc(CNC(=O)c2cc(OC)c(OC)c(OC)c2)n1C	-0.9	-0.4	-1.0	-3.0	3.2	-1.6	-1.7	0.5	100.0	-1.7
O=C(COc1c(Cl)cccc1Cl)NN1C(=O)CSC1=S	-0.7	0.2	0.5	-0.8	0.8	-10.6	-0.9	-0.1	99.0	-0.5
CCC(=O)Nc1ccc2nc(C)n(CC(=O)Nc3ccccc3)c(=O)c2c1	-2.2	0.1	0.5	-1.5	0.7	0.9	-0.4	1.6	95.0	0.4
